LGR2 antag: Drosophila LGR2 receptor signaling inhibition | HEK293 LGR2, CRE-luciferase, bursicon-stimulated, 4 h | inhibition, % at 9.99 µM | 380,000 compounds, 0.35% hits | AID 720647;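 active = drop in luminescence signal, shown as inhibition above about 50% in the replicate tests, limit read from the data, passing the limit was not always enough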;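 also: agonist challenge used bursicon conditioned medium at about half maximal strength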
PGC1a acetyl inh: modulators of PGC1a acetylation | U2OS PGC1a acetylation, AlphaScreen anti-acetyl-lysine; with virally co-expressed GCN5 acetyltransferase | inhibition, % at 15.6 µM | 350,000 compounds, 0.17% hits | AID 651687;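 active = every replicate shows inhibition of at least 40%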;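 also: 0% = neutral control wells and 100% = positive control wells; some results beyond the cut were filed as inactive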
GSIS activator: primary screen for activators of insulin secretion dependent on glucose, INS-1E cells, GLuc reporter luminescence. INS-1E GLuc reporter insulin secretion, 2-3 h. activation, % at 16.6 µM. 370,000 compounds, 0.61% hits. AID 743287;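 active = lowest replicate activation of at least 40%, so every replicate reaches that level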;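 also: 0% = median of neutral control wells and 100% = median of IBMX positive control wells; some compounds called inactive have numbers as strong as hits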
ARNT-TACC3 inh: disrupts binding between human ARNT and TACC3. 390,000 compounds, 0.66% hits. AlphaScreen His-ARNT PAS-B/GST-TACC3 binding, luminescence; TACC3 fragment carries E629A point mutation. AID 623870. inhibition, % at 9.99 µM;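 active = mean inhibition of replicates at least 50% and at least half of replicates each reaching 50%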;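 also: 0% = complete ARNT plus TACC3 wells and 100% = ARNT alone without TACC3; many hits fall short of the cut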
PglD inh: inhibitors of Campylobacter jejuni PglD acetyltransferase. purified PglD enzyme, DTNB colorimetric CoA detection. inhibition, % at 12.5 µM. 360,000 compounds, 0.098% hits. AID 602405; in the data active = inhibition above about 16%, passing the limit was not always enough; also: strong numbers were not always called active
PAX8 inh HTS: lowers PAX8-driven luciferase in RMG-I cells; AID 652154; RMG-I TPO-luciferase reporter, SteadyGlo, 24 h; 360,000 compounds, 1.2% hits; inhibition, % at 12.6 µM;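 active = mean replicate inhibition at least 60% with every replicate also reaching 60%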;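 also: luciferase light reporting Pax8 driven TPO promoter activity; plate controls were median of neutral control wells for no effect and mitoxantrone controls for full effect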
Cneo AK release: Cryptococcus neoformans lysis via adenylate kinase release. C. neoformans lysis, adenylate kinase release luminescence, 4 h; normalised: neutral wells 0, clomiphene wells 100. lysis activity, % at 15 µM. 360,000 compounds, 0.2% hits;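 active = mean lysis activity across replicates of at least 80%, whatever share of replicates individually reach that level; inactive = mean lysis activity below 80%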
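Material: C. neoformans cells | Amount: Yeast cell density of 5 × 10^6 cells/mL | Medium: Fresh YPD growth medium | Dosing: Single dose | Times: Static 4 h at 37 °C with compound, 1 h detection | Detection: AK luminescence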
C2C12 statin: suppressors of simvastatin-induced myotoxicity in C2C12 myotubes; ATP luminescence, 48 h; scaled: DMSO 0, geranylgeraniol control 100; rescue of ATP level, % at 7.49 µM; 330,000 compounds, 0.78% hits; AID 602340;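 active = mean ATP rescue above about 67%, or every replicate alone reaching that limit, limit read from the data, passing the limit was not always enough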;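 also: myotubes were challenged with 10 µM simvastatin during compound exposure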
* hit, by the source's call; nt = no result given; & = joins results of further samples.

SMILES	LGR2 antag	PGC1a acetyl inh	GSIS activator	ARNT-TACC3 inh	PglD inh	PAX8 inh HTS	Cneo AK release	C2C12 statin
CCCc1cc(=O)oc2cc(OCC(=O)NCCCN3CCOCC3)c(Cl)cc12	10	nt	8	14	-1	-13	0	4
CCCCc1ccc(-c2csc(/C(C#N)=C\c3ccco3)n2)cc1	-10	6	-6	9	nt	-92	nt	nt
O=C(Nc1ccccc1-c1nc2ccccc2[nH]c1=O)c1cccs1	-2	-7	-11	nt	-3	8	3	-16
CC(C(=O)NCCS(=O)(=O)c1ccc(Cl)cc1)S(=O)(=O)c1ccc(Cl)cc1 (configuration not stated)	-26	-4	-10	-1	nt	7	nt	nt
C[C@@H]1CCCCO[C@@H](CN(C)Cc2ccc(C(=O)O)cc2)[C@@H](C)CN([C@H](C)CO)C(=O)c2cc(NS(=O)(=O)c3ccc(Cl)cc3)ccc2O1	4	3	10	-3	-2	-5	-6	nt
Cc1ccc(S(=O)(=O)Nc2ccc3c(c2)C(=O)N([C@@H](C)CO)C[C@H](C)[C@H](CN(C)C(=O)NC(C)C)OCCCC[C@H](C)O3)cc1	0	-2	-2	-16	4	12	2	nt
O=C(NC1CCCC1)C(c1ccccc1F)N(C(=O)c1csnn1)c1ccccc1 (configuration not stated)	2	-41	1	-2	-2	-10	-3	20
CC(C)NC(=O)N(C)C[C@@H]1Oc2cc(Br)ccc2S(=O)(=O)N([C@H](C)CO)C[C@H]1C	-7	-7	7	-9	4	nt	19	0
CC(=O)Nc1ccc(CN2CCCC(CO)(Cc3cccc(Cl)c3)C2)cc1 (configuration not stated)	2	5	-7	-1	-3	17	-2	-4
Cc1cc(NC(=O)/C=C/c2ccc(F)cc2)n(-c2nc3ccccc3[nH]2)n1	5	nt	9	-8	0	5	0	nt
COc1ccccc1Oc1cn[nH]c1-c1ccc(OCC(=O)NN)cc1O	5	nt	4	1	9	-12	-1	9
CN=c1scc(-c2ccc([N+](=O)[O-])cc2)n1/N=C/c1ccco1	-57	4	0	-2	-4	-133	-2	-5

Reformatted: entries from further up.
Values run as follows: LGR2 antag, PGC1a acetyl inh, GSIS activator, ARNT-TACC3 inh, PglD inh, PAX8 inh HTS, Cneo AK release, C2C12 statin
O=C(Nc1ccccc1-c1nc2ccccc2[nH]c1=O)c1cccs1
  -2, -7, -11, nt, -3, 8, 3, -16
CC(C(=O)NCCS(=O)(=O)c1ccc(Cl)cc1)S(=O)(=O)c1ccc(Cl)cc1 (configuration not stated)
  -26, -4, -10, -1, nt, 7, nt, nt
C[C@@H]1CCCCO[C@@H](CN(C)Cc2ccc(C(=O)O)cc2)[C@@H](C)CN([C@H](C)CO)C(=O)c2cc(NS(=O)(=O)c3ccc(Cl)cc3)ccc2O1
  4, 3, 10, -3, -2, -5, -6, nt
Cc1ccc(S(=O)(=O)Nc2ccc3c(c2)C(=O)N([C@@H](C)CO)C[C@H](C)[C@H](CN(C)C(=O)NC(C)C)OCCCC[C@H](C)O3)cc1
  0, -2, -2, -16, 4, 12, 2, nt
O=C(NC1CCCC1)C(c1ccccc1F)N(C(=O)c1csnn1)c1ccccc1 (configuration not stated)
  2, -41, 1, -2, -2, -10, -3, 20
CC(C)NC(=O)N(C)C[C@@H]1Oc2cc(Br)ccc2S(=O)(=O)N([C@H](C)CO)C[C@H]1C
  -7, -7, 7, -9, 4, nt, 19, 0
CC(=O)Nc1ccc(CN2CCCC(CO)(Cc3cccc(Cl)c3)C2)cc1 (configuration not stated)
  2, 5, -7, -1, -3, 17, -2, -4
Cc1cc(NC(=O)/C=C/c2ccc(F)cc2)n(-c2nc3ccccc3[nH]2)n1
  5, nt, 9, -8, 0, 5, 0, nt
COc1ccccc1Oc1cn[nH]c1-c1ccc(OCC(=O)NN)cc1O
  5, nt, 4, 1, 9, -12, -1, 9
CN=c1scc(-c2ccc([N+](=O)[O-])cc2)n1/N=C/c1ccco1
  -57, 4, 0, -2, -4, -133, -2, -5

The list goes on:
SMILES	LGR2 antag	PGC1a acetyl inh	GSIS activator	ARNT-TACC3 inh	PglD inh	PAX8 inh HTS	Cneo AK release	C2C12 statin
CN(C)c1ccc(-c2csc(C(C)(O)c3ccc(F)c(F)c3)n2)cc1 (configuration not stated)	-2	-5	-4	nt	1	3	-3	10
CC(=O)Nc1ccc(-c2ccnc3c2CC(C)(C(=O)NCC2CCOCC2)O3)cc1 (configuration not stated)	-1	5	-5	nt	-1	nt	3	-1
COC(=O)Cn1c(=NC(=O)c2ccc(Cl)s2)sc2cc(F)ccc21	-9	nt	-4	0	nt	-17	nt	nt
COC(=O)c1cc(C(=O)OC)n(Cc2ccc(F)cc2)c1C	19	nt	-12	8	2	-1	1	8
CN1CCN(C(=O)C[C@H]2CC[C@@H]3[C@H](COC[C@H](O)CN3C(=O)Nc3ccc(Cl)cc3)O2)CC1	-46	1	-3	-35	-3	-95	-6	-14
CCCCn1c(N)c(N(CC(C)C)C(=O)CC(NC(=O)c2ccccc2)c2ccccc2)c(=O)[nH]c1=O (configuration not stated)	11	nt	6	-1	nt	-12	nt	nt
O=C(CCl)NCCNC(=O)c1cc(OCC(F)(F)F)ccc1OCC(F)(F)F	39	-11	3	nt	nt	-2	nt	nt
C#CCNC(=O)C1=C[C@@H](c2ccc3c(c2)OCO3)C[C@@H](OCc2ccc(CO)cc2)O1	-5	-15	13	-3	1	32	4	-5
CCCCP(=O)(c1ccccn1)c1ccccn1	-5	1	7	nt	2	nt	3	-1
CN(C(=O)COn1nnc2ccc(Cl)cc21)C1CCS(=O)(=O)C1 (configuration not stated)	3	-3	1	2	-3	3	0	-6
CCCOc1ccc(NC(=O)CC2C(=O)N(Cc3ccccc3)C(=S)N2Cc2cccs2)cc1 (configuration not stated)	43	nt	-16	-5	nt	7	nt	nt
O=C(Nc1ccc(CN2CCCCC2)cc1)c1c(F)c(F)c(F)c(F)c1F	nt	13	-4	-4	-7	19	-3	-6
COc1ccccc1/C=C(/NC(=O)c1ccccc1)C(=O)NCCCn1ccnc1	1	-3	32	5	7	5	-1	-7
CC(=O)Oc1ccccc1C1OC(=O)c2ccccc2N1C(C)=O (configuration not stated)	-5	-2	-9	-5	-3	nt	2	-12
COc1ccc(-c2n[nH]c(=S)n2-c2ccc3c(c2)OCCO3)cc1OC	-38	nt	16	-35	nt	-63	nt	nt
O=C(/C=C/c1ccco1)NC(=S)Nc1ccccc1	-50	1	-31	8	2	-56	10	-9
O=C1CSc2ccc(S(=O)(=O)NCc3ccccc3)cc2N1	3	0	9	-5	2	12	1	11
COc1ccc2cc3cc(C(=O)NCc4ccccn4)oc3nc2c1	14	-6	8	nt	0	nt	-1	nt
CC(C)COc1ccc(-c2nn(-c3ccccc3)cc2CO)cc1	-9	nt	-16	-8	-2	5	-5	-35
S=C(NC1CCCCC1)N1CCC(C2C=NC=N2)CC1 (configuration not stated)	-5	10	nt	nt	-1	-7	-2	4
CC12C=CC(=O)C=C1CCC1C2C(=O)CC2(C)C1CCC2(O)C(=O)CO (configuration not stated)	4	0	-5	-2	-2	-12	2	-16
CCC(=O)Nc1ccc2c(c1)OC[C@@H](C)N(C(=O)CN(C)C)C[C@H](C)[C@H](OC)CN(C)C2=O	6	-5	2	-5	0	1	-1	-15
N#C/C(=C/c1ccncc1)c1nc2ccccc2s1	-30	-26	2	-3	nt	-1	nt	0
CO[C@@H]1CN(C)C(=O)c2ccc(NC(=O)c3ccccc3F)cc2OC[C@H](C)N(C(=O)c2ccccc2F)C[C@H]1C	-1	13	-10	-3	2	nt	-1	4
Cn1c(NCCc2ccncc2)nc2cc(-c3cccc(Cl)c3)sc2c1=O	-52	-3	7	nt	-2	-46	1	6
C[C@@H]1CCCCO[C@@H](CN(C)C)[C@H](C)CN([C@@H](C)CO)C(=O)c2cc(NC(=O)C3CCCCC3)ccc2O1	-8	-7	16	nt	nt	0	nt	-43
COc1ccc(-n2c(CN3CCOCC3)nc3ccc([N+](=O)[O-])cc3c2=O)c(OC)c1	15	nt	-11	4	7	30	0	21
O=C(N/N=C/c1ccc2c(c1)OCO2)c1cc2ccccc2o1	1	nt	32	5	nt	-7	nt	nt
COc1ccc(S(=O)(=O)N(C)C[C@H]2OCCCC[C@H](C)Oc3ccc(NC(=O)Nc4ccc5c(c4)OCO5)cc3C(=O)N([C@@H](C)CO)C[C@@H]2C)cc1	22	-5	17	26	-3	-12	-1	-123
COc1cccc(C(=O)N2CCCc3ccccc32)c1	nt	nt	nt	-5	-4	-8	-14	-3
Cc1ccc(OCc2cc(C(=O)NCC(C)c3ccccc3)no2)cc1C (configuration not stated)	3	nt	-14	1	1	-6	-2	nt
CCc1cc2c(Nc3ccccc3O)nc(C)nc2s1	-8	nt	6	-9	-2	-16	0	-51
Cc1cc(C)cc(NC(=O)COc2coc(CN3CCN(c4ccccc4)CC3)cc2=O)c1	11	7	7	3	-3	4	1	-1
O=C1/C(=C/c2ccc3c(c2)OCO3)SC(=S)N1CCC(=O)N(CCO)c1ccccc1	9	nt	4	nt	-3	15	-3	8
COc1c2n(C)ccc3c-2n(c(=O)c1=O)c1ccccc31	nt	-5	nt	19	-1	nt	-1	8
CN(C)C(=O)C[C@H]1CC[C@@H]2[C@H](COC[C@H](O)CN2C(=O)C2CC2)O1	-2	4	1	-2	2	19	2	16
COc1ccccc1S(=O)(=O)N1C[C@@H](O)COC[C@H]2O[C@H](CC(=O)O)CC[C@@H]21	-6	3	14	nt	-1	-6	1	1
CCc1cc(C(=O)N2CCCC(CNC(=O)c3ccc(-c4ccccc4)cc3)C2)no1 (configuration not stated)	3	nt	-6	13	nt	-15	nt	nt
CCOCCc1nnc(NC(=O)c2cc(OC)c(OC)cc2[N+](=O)[O-])s1	-7	nt	8	-3	nt	4	nt	nt
CC(=O)C1=C(C)NC(C)=C(C(C)=O)C1c1cccs1	nt	-7	nt	5	-1	nt	0	-14
Cc1ccc(C)c(S(=O)(=O)N2CCCOC2CNC(=O)C(=O)NCCCn2ccnc2)c1 (configuration not stated)	6	nt	-2	56*	nt	43	nt	nt
CC(=O)c1ccc(OCCCC(=O)Nc2cccc(S(=O)(=O)N3CCOCC3)c2)cc1	5	1	-15	-4	-7	nt	-1	8
C[C@@H]1CN([C@@H](C)CO)C(=O)c2cc(Br)cnc2O[C@H]1CN(C)C(=O)c1ccc2c(c1)OCO2	-11&11	-19&-2	5&9	-8	-1&1	-8	3&0	5
COc1ccc(C(=O)NN=C2CCCC2)cc1OC	7	-5	2	6	6	-4	0	nt
COc1ccc(/C=C(\NC(=O)c2ccco2)C(=O)NC(Cc2ccccc2)C(=O)O)cc1 (configuration not stated)	-1	nt	11	5	-5	0	6	-3
Cc1ccc(CC(SCc2ccccc2)C(=O)O)cc1C (configuration not stated)	-20	nt	-2	-3	-6	-4	-1	5
CCNC(=O)[C@H]1[C@H](CO)[C@H]2Cn3c(ccc(-c4cncnc4)c3=O)[C@H]2N1Cc1ccc2c(c1)OCO2	-5	nt	5	-4	2	nt	1	6
N#C/C(=C\c1c[nH]c2ccccc12)C(=O)NC1CC1	-47	-17	-2	3	-6	-110	-6	-9
Cc1nc(NC(C)c2ccccc2)c2c3c(sc2n1)CCC3 (configuration not stated)	nt	nt	nt	-6	-5	nt	-1	-5
Cc1ccc(NC(=S)N/N=C/c2ccc([N+](=O)[O-])s2)cc1	-23	nt	0	6	-10	-17	15	nt

Assay outcomes from PubChem BioAssay.
